FBW7 act – activators of human E3 ligase FBW7; Q969H0; AlphaScreen FBW7–phospho-cyclin E peptide binding, activator screen; normalized activity (activation), % at 26.1 µM; hit rate 0.13% among 650,000; in the data active = normalized activity above about 1.9%;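 note: purified mutant Fbw7 with reduced substrate affinity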
GPR151 ag – activates the human receptor GPR151. PathHunter beta-arrestin GPR151 cells, luminescence. activation, % at 11.2 µM. hit rate 1% among 650,000. AID 1508602; in the data active = activation above about 4.9%;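 note: 0% = median of compound wells and 100% = cells with positive control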
Target sequence (Q8TDV0 whole entry, looked up): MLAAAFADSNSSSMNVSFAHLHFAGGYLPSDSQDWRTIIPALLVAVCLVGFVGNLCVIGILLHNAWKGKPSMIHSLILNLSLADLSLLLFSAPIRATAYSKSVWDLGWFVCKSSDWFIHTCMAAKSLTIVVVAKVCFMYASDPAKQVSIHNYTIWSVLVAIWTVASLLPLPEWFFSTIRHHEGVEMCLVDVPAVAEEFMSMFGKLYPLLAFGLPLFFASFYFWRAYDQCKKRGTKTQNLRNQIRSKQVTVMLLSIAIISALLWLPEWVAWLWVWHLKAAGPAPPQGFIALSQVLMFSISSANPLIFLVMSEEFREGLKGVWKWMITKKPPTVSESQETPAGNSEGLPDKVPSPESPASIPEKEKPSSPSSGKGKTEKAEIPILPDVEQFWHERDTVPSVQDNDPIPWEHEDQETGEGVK
MITF inh – inhibitors of human MITF | O75030 | AlphaScreen MITF homodimerization, bead proximity signal | inhibition, % at 2.6 µM | hit rate 0.91% among 650,000 | AID 1259374; in the data active = inhibition above about 50%;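 note: 0% = vehicle wells with protein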
Target sequence (O75030 whole entry, looked up): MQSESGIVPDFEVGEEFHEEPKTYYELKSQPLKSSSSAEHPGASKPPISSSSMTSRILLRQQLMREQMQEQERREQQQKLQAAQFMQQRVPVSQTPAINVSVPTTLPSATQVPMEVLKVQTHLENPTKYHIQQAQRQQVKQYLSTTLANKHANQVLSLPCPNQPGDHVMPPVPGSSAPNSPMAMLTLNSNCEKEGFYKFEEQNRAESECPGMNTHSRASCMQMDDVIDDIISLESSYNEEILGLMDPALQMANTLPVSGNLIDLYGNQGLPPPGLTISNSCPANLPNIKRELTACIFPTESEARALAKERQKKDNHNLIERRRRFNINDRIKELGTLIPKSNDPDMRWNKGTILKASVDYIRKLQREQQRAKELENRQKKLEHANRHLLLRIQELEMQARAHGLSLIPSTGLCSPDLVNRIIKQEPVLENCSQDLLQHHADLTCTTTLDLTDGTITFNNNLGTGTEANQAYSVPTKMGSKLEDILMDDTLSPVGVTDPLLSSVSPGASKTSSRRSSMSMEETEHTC
TEAD-YAP inh – TEAD-YAP interaction inhibition | HEK-TIYL cells, TEAD-Gal4/YAP UAS-luciferase luminescence | inhibition, % at 9.12 µM | hit rate 1.4% among 640,000 | AID 1259422; in the data active = inhibition above about 32%;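 note: 0% = median of test compound wells and 100% = reference inhibitor wells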
* marks the source's active call; other numbers are inactive results; & = joins results of further samples.

SMILES	FBW7 act	GPR151 ag	MITF inh	TEAD-YAP inh
Cc1sc2ncn(CC(=O)NCCCC(=O)NC(C)C)c(=O)c2c1C	-0.1	-1.1	-7	-8
Cc1nc2c(C(=O)NCc3cccnc3)cnn2c(C)c1Cc1cccc(Br)c1	0.0	0.5	1	-12
O=C(NC1CC2(CCCC2)Oc2ccccc21)C1CCOC1 (stereo not drawn)	0.1	-2.2	11	-2
CC(=O)c1ccc(C(=O)Nc2sc3c(c2C#N)CCN(Cc2ccccc2)C3)cc1	0.0	1.0	7	9
O=[N+]([O-])c1nn(-c2cccc(Cl)c2)n(O)c1=Nc1ccc(F)cc1Cl	0.2	-1.7	4	22
CC(=O)N1C(Nc2ccc(Cl)cc2)CCN1c1ccccc1 (stereo not drawn)	-0.1	3.8	-3	-4
O=C(COC(=O)CN1C(=O)C2CCCCC2C1=O)Nc1ccc(Cl)cc1F (stereo not drawn)	-0.1	-0.7	3	4
O=C(CCn1c(=S)[nH]c2ccccc2c1=O)NCc1ccc(F)cc1	0.0	0.4	-7	-4
Cc1cccc(N2CCN(c3ncnc4c3c(-c3ccccc3)cn4-c3ccc(Cl)cc3)CC2)c1C	0.0	-0.3	-7	5
CC(=O)N[C@@H](Cc1cccc(C#N)c1)c1nc2ncc(-c3ccncc3)cc2[nH]1	0.5	-0.6	21	1
O=C(CN(c1ccccc1)S(=O)(=O)c1ccccc1[N+](=O)[O-])Nc1cccc(Cl)c1	-0.2	-1.0	-15	18
CCC1Sc2cc(S(=O)(=O)CCC(=O)Nc3ccc(C)c(C)c3)ccc2NC1=O (stereo not drawn)	0.0	-0.3	9	7
O=S(=O)(c1ccc(Br)cc1)c1cccc(S(=O)(=O)N2CCCCC2)c1	0.4	0.2	-3	7
Cc1ccc(C(C(=O)Nc2ccc(F)cc2)N(C(=O)c2cnccn2)c2ccccc2)cc1 (stereo not drawn)	0.0	-0.7	12	1
COc1ccc(-c2cnc3ccc(NCc4cccs4)nn23)cc1	-0.1	-0.9	-5	2
COc1ccc(CCCC(=O)N/N=C/c2cccc([N+](=O)[O-])c2)cc1C	0.0	2.2	-9	4
O=S(=O)(NCCc1cn2ccccc2n1)c1ccc2c(c1)OCCO2	0.2	0.8	9	4
COc1ccc2c(c1)C1=NN(C(C)=O)C(c3cccc([N+](=O)[O-])c3)C1CC2 (stereo not drawn)	-0.1	0.9	-1	2
COc1cc(OC)cc(C(=O)Nc2nnc(SC)s2)c1	0.1	0.5	14	-17
O=C(Cc1ccc(Br)cc1)N1CCN(c2ccccc2)CC1	-0.2	-0.6	-1	-13
COc1ccc(/C=C(/C#N)C(N)=O)c2ccccc12	0.0	0.0	4	3
Cc1nc(Cl)c(C#N)c2c1COC(C)(C)C2	0.0	0.0	0	-14
COc1ccc(CCN2C(=O)CC(C(=O)Nc3ccc(OC)cc3)SC2=Nc2ccc(F)cc2)cc1 (stereo not drawn)	0.3	-1.5	4	-2
Cc1ccc(NC(=O)CN(C)S(=O)(=O)c2ccc3[nH]c4c(c3c2)CCCC4)nc1	-0.2	0.1	6	5
COc1ccc(/C=C2N=C(/C=C/c3ccccc3)OC/2=O)cc1	-0.2	-1.3	3	-2
CCC(=O)Nc1cccc2cccnc12	0.2	1.0	-23	0
CCCN1C(=O)C(C)(C)COc2ccc(NC(=O)c3ccc(OC)c(OC)c3)cc21	-0.1	-0.3	33	-18
CCCCNC(=O)c1nsnc1-c1ccccc1O	-0.1&0.2	1.9&1.2	-1&5	4&-8
CCC(=O)N1CCc2cc(S(=O)(=O)N(CC)c3ccc(C)c(C)c3)ccc21	0.9	-0.4	15	-10
CC(CC(=O)N1CCc2ccccc21)c1ccccc1 (stereo not drawn)	0.0	0.6	-6	-15
O=C(c1cccs1)N(Cc1cc2ccccc2[nH]c1=O)CC1CCCO1 (stereo not drawn)	-0.1	0.2	10	11
COc1ccc(CCNC(=O)CNC(=S)N(Cc2ccccc2)Cc2cccs2)cc1OC	-0.1	2.4	3	5
COC(=O)C1CC(=O)N(C)C12CCN(Cc1cccc3c1OCO3)CC2 (stereo not drawn)	0.0	0.2	14	3
Cc1[nH]c2c(C)ccc(F)c2c1CCNC(=O)c1ccnn1C	0.0	-0.4	10	3
COC(=O)c1c(CN2CCOCC2)n(C)c2cc(Br)c(OC)cc12	0.3	-0.5	15	3
CCc1ccccc1N1C(=O)CC(Sc2ncccc2C(=O)O)C1=O (stereo not drawn)	0.1	1.7	-2	0
O=S(=O)(c1ccc(Br)cc1)N1CCNCC1	-0.1	1.6	-10	-4
CCc1ccc(NC(=O)c2nn3c(C(F)(F)F)cc(-c4ccccc4)nc3c2Cl)cc1	0.1	1.4	1	14
CC(C)(C)NC(=O)c1nn2c(C(F)(F)F)cc(-c3cccs3)nc2c1Br	0.1	2.2	7	-19
O=C(Nc1ccc(N2CCC(NCC3COc4ccccc4O3)CC2)cc1)C1CCCC1 (stereo not drawn)	0.0	-0.5	16	1

For convenience, some entries already given:
SMILES	FBW7 act	GPR151 ag	MITF inh	TEAD-YAP inh
CCCN1C(=O)C(C)(C)COc2ccc(NC(=O)c3ccc(OC)c(OC)c3)cc21	-0.1	-0.3	33	-18
CCCCNC(=O)c1nsnc1-c1ccccc1O	-0.1&0.2	1.9&1.2	-1&5	4&-8
CCC(=O)N1CCc2cc(S(=O)(=O)N(CC)c3ccc(C)c(C)c3)ccc21	0.9	-0.4	15	-10
CC(CC(=O)N1CCc2ccccc21)c1ccccc1 (stereo not drawn)	0.0	0.6	-6	-15
O=C(c1cccs1)N(Cc1cc2ccccc2[nH]c1=O)CC1CCCO1 (stereo not drawn)	-0.1	0.2	10	11
COc1ccc(CCNC(=O)CNC(=S)N(Cc2ccccc2)Cc2cccs2)cc1OC	-0.1	2.4	3	5
COC(=O)C1CC(=O)N(C)C12CCN(Cc1cccc3c1OCO3)CC2 (stereo not drawn)	0.0	0.2	14	3
Cc1[nH]c2c(C)ccc(F)c2c1CCNC(=O)c1ccnn1C	0.0	-0.4	10	3
COC(=O)c1c(CN2CCOCC2)n(C)c2cc(Br)c(OC)cc12	0.3	-0.5	15	3
CCc1ccccc1N1C(=O)CC(Sc2ncccc2C(=O)O)C1=O (stereo not drawn)	0.1	1.7	-2	0
O=S(=O)(c1ccc(Br)cc1)N1CCNCC1	-0.1	1.6	-10	-4
CCc1ccc(NC(=O)c2nn3c(C(F)(F)F)cc(-c4ccccc4)nc3c2Cl)cc1	0.1	1.4	1	14
CC(C)(C)NC(=O)c1nn2c(C(F)(F)F)cc(-c3cccs3)nc2c1Br	0.1	2.2	7	-19
O=C(Nc1ccc(N2CCC(NCC3COc4ccccc4O3)CC2)cc1)C1CCCC1 (stereo not drawn)	0.0	-0.5	16	1

Other results follow:
SMILES	FBW7 act	GPR151 ag	MITF inh	TEAD-YAP inh
O=C1CCCN1CCCNc1nc(NCc2ccc3c(c2)OCO3)nc2c1ncn2-c1ccsc1	-0.2	3.2	19	5
COc1cc(N(C)C)c([N+](=O)[O-])cc1C(=O)N1CCOCC1	1.1	-0.9	9	11
CCc1ccccc1NC(=O)C(CCS(C)(=O)=O)NC(C)=O (stereo not drawn)	0.2	2.9	9	6
Cn1c(SCC(=O)Nc2cccc(Cl)c2)nnc1-c1ccccc1N	0.1	2.1	10	11
Cc1ccc(NC(=O)c2sc(=S)n(-c3ccccc3C)c2N)cc1	0.1	-0.5	18	-3
CSc1cccc(C(=O)Nc2cc(F)c(F)cc2Cl)c1	0.2	1.0	-13	-4
O=C(COc1ccccc1)Nc1nc(-c2ccc3c(c2)Cc2ccccc2-3)cs1	0.0	0.1	-4	-3
Cc1ccccc1CC(C1CCN(C(=O)C2CC=CCC2)CC1)N(C)C(=O)Cn1cccn1 (stereo not drawn)	0.1	-0.3	9	-4
Cc1ccccc1NC(=O)c1csc2c1CCCC2	0.1	0.5	-2	-43
CCC/C=N/NC(=O)c1cc(OC)c(OC)c(OC)c1	-0.2	-0.3	0	59*
O=C(CCc1ccccc1)c1ccccc1	0.1	0.6	-5	7
Cc1cc(C(=O)Nc2c(C)n(C)n(-c3ccccc3)c2=O)cs1	0.0	-0.9	6	4
COCCn1c(=S)[nH]c2cc(C(=O)N3CCC(O)(c4cccc(C(F)(F)F)c4)CC3)ccc2c1=O	0.6	-0.3	8	10
O=C(O)c1ccc(N=Cc2c(O)[nH]c(=O)[nH]c2=O)c([N+](=O)[O-])c1	-0.7	1.0	2	6
CCN(CC)CCNS(=O)(=O)c1ccc(OC)c(Br)c1	-0.1	2.9	4	-7
O=C1OC(c2ccc(Cl)cc2Cl)=N/C1=C\c1ccc(OCc2ccccc2)cc1	-0.1	1.8	4	2
CC(=O)Nc1ccc2c(CSc3nnc(-c4ccccc4Cl)n3C)cc(=O)oc2c1	0.1	-0.6	0	4
CN(CCc1ccccn1)C(=O)CCC1CCCN(C(=O)c2c(F)ccc(F)c2F)C1 (stereo not drawn)	0.2	-0.8	6	7
Cc1ccc(CNC(=O)CCNS(=O)(=O)c2ccc3[nH]c(=O)ccc3c2)cc1	0.1	0.4	2	-3
Cc1cc(CN(C)C(=O)CC2C(=O)NCCN2C2Cc3ccccc3C2)on1 (stereo not drawn)	0.0	0.6	5	3
O=C1CSC(c2cccc([N+](=O)[O-])c2)N1c1ccc(Br)cc1 (stereo not drawn)	-0.1	0.8	2	-11
COc1ccccc1N1CCN(CC(=O)Nc2ccc(N3CCOCC3)cc2)CC1	0.0	2.5	8	8
CCn1c(N2CCN(S(=O)(=O)c3ccccc3C(F)(F)F)CC2)nc2ccccc21	-0.1	0.8	11	-5
CCCNc1nc(N2CCOCC2)nc2c1ncn2CCN1CCCC1=O	0.1	-0.2	9	-4
Cc1nc2ccccc2nc1CN1CCC(CO)(CCOc2ccccc2)CC1	0.3	-0.8	-15	-5
Nc1ccc(S(=O)(=O)Nc2nccs2)cc1	0.1&0.0&0.1	0.5&-1.4&1.6	-1&11&17	5&-7
CC(C)n1cnc2c(Nc3ccccc3)nc(NCc3cccnc3)nc21	-0.1	-0.3	-5	-18
COc1ccc(NC(=S)NNC(=O)c2ccc(Cl)cc2O)cc1	0.1	1.0	-4	-11
COc1cc(S(=O)(=O)N2CC(C)OC(C)C2)ccc1Br (stereo not drawn)	-0.1	-0.8	3	-4
FC(F)Sc1ccc(Nc2ncnc3nc[nH]c23)cc1	0.0	-1.6	-16	-4
O=C(CCNS(=O)(=O)c1cccc(C(F)(F)F)c1)NCc1ccco1	0.1	-0.8	-15	-2
CCCCC(C(=O)Nc1ccc(F)cc1)N1C(=O)C2C3c4ccccc4C(c4ccccc43)C2C1=O (stereo not drawn)	-0.1	3.1	2	5
CCN(CC)S(=O)(=O)c1cccc(-c2nc(=S)[nH][nH]2)c1	-0.3	-0.5	-6	-13
CCOC(=O)C(=CNc1ccc(Cl)c(S(=O)(=O)N(C)C)c1)C(=O)OCC	-0.2	0.9	-5	7
CCc1ccc(-n2c(=S)sc3c(=O)n(-c4ccccc4OC)c(=S)[nH]c32)cc1	-0.2	-0.9	-8	1
CCN(CC)CCCNC(=O)C1c2ccccc2C(=O)N(C)C1c1ccc(OC)c(OC)c1 (stereo not drawn)	-0.2	-0.4	1	7
CC(/C=C1N=C(/C=C/c2ccc(Cl)cc2)OC\1=O)=C\c1ccccc1	0.1	-1.7	16	5
COc1ccc(C(=O)/C=C/c2ccccc2F)cc1	0.2	-1.4	14	-44
CN(CCc1ccccn1)C(=O)c1cc2nc(-c3ccc4c(c3)OCO4)cc(C(F)(F)F)n2n1	0.6	-0.6	4	-7
CC(C)(C)C(=O)/C(C#N)=c1\s/c(=C\c2ccncc2)c(=O)n1CCCN1CCOCC1	0.4	-1.3	7	10
Cn1cc(S(=O)(=O)NCc2cccs2)c(=O)n(C)c1=O	-0.1	0.3	5	0
COc1ccc(/C=N/NC(=O)c2[nH]nc(-c3ccccc3)c2C)cc1OC	0.0	1.6	11	-23
COc1ccc(NC(=O)CSc2ccccc2NC(=O)c2cccs2)cc1	-0.1	-0.5	-5	-4
O=C(NC1CCCC1)C1CC(=O)N(C2CCCCCC2)C1 (stereo not drawn)	-0.3	0.0	0	2
CC1(C)CC(OC(=O)CCCCC(=O)OC2CC(C)(C)NC(C)(C)C2)CC(C)(C)N1	0.1	-0.5	10	10
O=C(Nc1ccccc1F)N1CCCC1c1nc(-c2ccncc2)n[nH]1 (stereo not drawn)	0.0	0.6	9	-2
COC(=O)c1cn(NC(=O)Cc2ccc(Cl)cc2)c(=O)c2ccccc12	0.1	-0.4	23	-14
CCn1cc(CNC(=O)c2ccc(Cl)c([N+](=O)[O-])c2)c(C)n1	-0.1	0.2	8	5
CS(=O)(=O)c1ncc(Cl)c(C(=O)Nc2ccc(OC(F)F)cc2)n1	0.2	-1.1	15	-12
O=c1c(Oc2ccc(-c3ccccc3)cc2)coc2cc(O)ccc12	-0.1	-1.3	0	14
Remaining list, next part:
SMILES	FBW7 act	GPR151 ag	MITF inh	TEAD-YAP inh
COc1ccc(OC)c(/C=C/C(=O)c2ccc(F)cc2)c1	0.4	-1.7	14	-18
Cc1ccc(Cl)cc1N1CCN(c2nc3ccccc3n3nnnc23)CC1	0.0	-1.2	-9	-6
CC(C)C(OC(=O)CCC(=O)Nc1nccs1)C(=O)NC1CCCCC1 (stereo not drawn)	0.3	-0.9	23	-10
O=C(Cc1cn(-c2ccc(Nc3ccccc3)nn2)c2ccccc12)NCc1nc2ccccc2[nH]1	0.0	5.3*	-1	-10
Cc1ccccc1C(=O)Nc1cccc(Oc2ccc3c(c2)C(=O)NC3=O)c1	-0.2	-1.0	-7	-2
O=C(NCCCCNC(=O)c1cccc(F)c1)c1cccc(F)c1	-0.1	1.4	-6	-5
Cc1cc(NC(=O)COC(=O)c2cccc(S(=O)(=O)N(C)C3CCCCC3)c2)no1	0.0	4.0	-11	-8

Compound activity deposited in PubChem by The Scripps Research Institute Molecular Screening Center.
